Source: PubChem
CHT allo act: allosteric activators of human choline transporter CHT; 310,000 tested, 0.49% active; CHT-expressing cells, membrane potential dye, choline EC20; active compounds read high; LV-AA mutant CHT in HEK293 cells; B-score at 10 µM;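 active = initial fluorescence not abnormally high and integrated response B-score, plate-corrected, over 3 SD above library mean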
Target sequence (Q9GZV3 whole entry, looked up): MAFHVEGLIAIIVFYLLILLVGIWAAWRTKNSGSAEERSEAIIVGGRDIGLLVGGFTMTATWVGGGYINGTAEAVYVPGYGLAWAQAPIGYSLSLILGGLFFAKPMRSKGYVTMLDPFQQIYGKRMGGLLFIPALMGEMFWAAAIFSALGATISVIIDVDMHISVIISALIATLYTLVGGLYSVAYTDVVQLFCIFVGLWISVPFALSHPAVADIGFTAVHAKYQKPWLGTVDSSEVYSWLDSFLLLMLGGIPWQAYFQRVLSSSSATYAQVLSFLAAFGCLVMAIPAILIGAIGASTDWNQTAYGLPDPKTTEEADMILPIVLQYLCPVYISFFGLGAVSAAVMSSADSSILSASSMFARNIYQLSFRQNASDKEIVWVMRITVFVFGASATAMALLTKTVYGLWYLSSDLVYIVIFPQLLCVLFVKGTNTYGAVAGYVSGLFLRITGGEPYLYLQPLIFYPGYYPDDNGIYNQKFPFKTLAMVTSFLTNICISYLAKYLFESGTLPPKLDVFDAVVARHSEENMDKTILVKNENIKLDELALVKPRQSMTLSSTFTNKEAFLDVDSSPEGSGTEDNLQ
OX1R antagonist: blocks the human orexin 1 receptor | 330,000 tested, 0.43% active | AID 434989 | CHO/OX1R cells, Fluo-8 calcium fluorescence, orexin A | O43613 | inhibition, % at 5 µM;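 active = inhibition above its plate's threshold, mean inhibition of all tested compounds on the plate plus 3 SD, cut at about 37% in these data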;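 note: 0% = orexin A challenge wells and 100% = SB-334867-A antagonist wells; not every result past the cut was called active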
Target sequence (O43613 whole entry, looked up): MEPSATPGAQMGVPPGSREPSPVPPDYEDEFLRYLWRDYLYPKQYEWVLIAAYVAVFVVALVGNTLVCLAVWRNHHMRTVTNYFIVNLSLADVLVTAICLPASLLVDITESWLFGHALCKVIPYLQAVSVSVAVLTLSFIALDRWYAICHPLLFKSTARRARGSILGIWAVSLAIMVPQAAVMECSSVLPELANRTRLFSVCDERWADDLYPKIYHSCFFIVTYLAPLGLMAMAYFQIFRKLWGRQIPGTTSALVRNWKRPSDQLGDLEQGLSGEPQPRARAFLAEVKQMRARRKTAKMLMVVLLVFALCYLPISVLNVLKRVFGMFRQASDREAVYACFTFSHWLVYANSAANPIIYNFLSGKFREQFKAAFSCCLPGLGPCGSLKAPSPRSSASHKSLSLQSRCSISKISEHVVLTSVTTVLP
The depositor's hits bear a star; i = inactive; · = not tested or not shown. Compounds were not picked by outcome. About 0.8% of those tested had a hit in this group.

SMILES	CHT allo act	OX1R antagonist
COc1cc(C(C)=O)ccc1OCC(=O)OCCCOC(=O)COc1ccc(C(C)=O)cc1OC	i	-17
N#CC1(NC(=O)COC(=O)CNC(=O)c2sc3ccccc3c2Cl)CCCCC1	·	-6
CSc1ccccc1N=CC1=C(O)CC(C)(C)CC1=O	i	-15
CC(C)(O)C#Cc1ccc(CN2CCN(CCc3ccccc3)C(CCO)C2)s1 (stereo unspecified)	i	-24
CCC(Cc1ccccc1)NS(=O)(=O)c1csc(C(N)=O)c1 (stereo unspecified)	i	-10
Oc1ccc(Cl)cc1/C=N/c1nc2ccccc2[nH]1	i	-5
Cc1cc(C)n(-c2nc(NCCN(C)C)c3c4c(sc3n2)CCCC4)n1	i	4
COC(=O)CCSCC(=O)Nc1ccc(S(=O)(=O)N2CCOCC2)cc1OC	i	-6
CCCCCCCNC(=O)C1(CC2CC(c3ccc(Cl)cc3)=NO2)CCN(C(=O)OC(C)(C)C)CC1 (stereo unspecified)	i	-36
CC(=O)NCC(=O)NC(Cc1ccccc1)C(N)=O (stereo unspecified)	i	-10
CCOP(=O)(OCC)C(NC(=O)Nc1cccc(Cl)c1)c1ccccc1 (stereo unspecified)	i	-28
CCCC(=O)Nc1ccccc1NC(=O)CN(C)S(=O)(=O)c1ccc(C)cc1	i	-26
Cc1ccc(-c2c[n+](CC(=O)Nc3nc(-c4ccccc4)cs3)c3n2CCC3)cc1	i	2
CCOc1ccc(S(=O)(=O)NCC2CCCO2)cc1 (stereo unspecified)	i	-13
Cc1ccc2cccc(NC(=S)NC(=O)c3ccn(C)n3)c2n1	i	0
CCc1ccc(C(=O)NC(C(=O)O)C(C)C)cc1 (stereo unspecified)	i	0
CCN(CC)C(=O)c1sc2nc(N3CCOCC3)c3c(c2c1N)CCCC3	i	-20
Cc1cc2c(cc1S(=O)(=O)NCc1ccccc1Cl)OCCN2C	i	-27
C/C(=N/N1CCN(c2ccccn2)CC1)c1ccc([N+](=O)[O-])cc1	i	-17
Cc1noc(C(F)(F)F)c1C(=O)NNC(=O)c1ccccc1	i	-23
CCOC(=O)c1cnc(Nc2nc3ccccc3o2)nc1C	i	-37
Nc1nonc1-n1nnc(C(=O)N/N=C/c2ccc3c(c2)OCO3)c1CSc1ccccc1	i	0
O=C(CSc1ccc(-c2cccnc2)nn1)Nc1ccc(F)c(F)c1	i	-27
CCN(C(=O)CSc1nc(C)cc(=O)[nH]1)C1CCCCC1	·	-5
CC(C)Oc1cccc(C(=O)NC(=S)Nc2ccccc2N2CCOCC2)c1	i	-14
Additional compounds.
SMILES	CHT allo act	OX1R antagonist
CSc1ccccc1NC(=O)CCc1ccccc1	i	-22
COc1ccc(OC)c(C(=O)c2ccc(C(=O)c3cc(OC)ccc3OC)cc2)c1	i	-8
O=C(Nc1ccc(-c2nc3ccccc3[nH]2)cc1)c1ccccc1NS(=O)(=O)c1ccc(F)cc1	i	-15
Cc1nc(-c2ccc(S(=O)(=O)Nc3cc(F)ccc3F)cc2)co1	i	-12
Cn1c(Cc2ccccc2)nnc1SCC(=O)N1CCN(c2ccccc2)CC1	i	-32
COC(=O)c1cc(S(=O)(=O)Nc2cccc(-c3cnco3)c2)oc1C	i	-16
Cn1cnnc1SCc1nnc(-c2ccccc2Br)o1	i	-9
COc1ccc(N2CCN(C(=O)c3ccc4c(=O)n5c(nc4c3)CCCCC5)CC2)cc1	i	-38
CCCNC(=O)Nc1ccccc1C(=O)Nc1ccc(OC)cc1	i	5
COc1ccc2nc(NC(=O)CSc3nnc(C)s3)sc2c1	i	-6
O=c1nc(-c2ccccc2)c2cc(Cl)ccc2[nH]1	i	-10
O=C(O)CNS(=O)(=O)c1ccc(C2CCCCC2)cc1	i	-1
O=C(NCc1ccc2c(c1)OCO2)c1cccc(C(=O)NCc2ccc3c(c2)OCO3)c1	i	-10
c1ccc(COc2ccc(OCCCCN3CCCCC3)cc2)cc1	i	-8
COc1cccc(OCc2cc(/C=N/n3cncn3)ccc2OC)c1	i	-8
COc1ccc(CCNC(=O)CSc2nc(C)cs2)cc1	i	-8
COc1cc(/C=N/NC(=O)c2ccc(CN3C(=O)c4cccc5cccc3c45)cc2)cc(OC)c1O	i	-9
CCN=C1SC(C(=O)Nc2ccccc2)CC(=O)N1CC (stereo unspecified)	i	-10
Cc1ccc(OCC(=O)c2c[nH]c3ccccc23)c([N+](=O)[O-])n1	i	-25
Cc1ccc(NS(=O)(=O)c2ccc3c(c2)CCC(=O)N3)cc1C	i	-19
Cc1noc(C)c1C(=O)OC(C)C(=O)Nc1ccc(C(N)=O)cc1 (stereo unspecified)	·	5
Cc1ccccc1NC(=O)COC(=O)c1cc(S(=O)(=O)N2CCOCC2)ccc1C	·	-14
CC(=O)c1cccc(S(=O)(=O)Nc2cccc(S(=O)(=O)NC3=NCCC3)c2)c1	i	-1
CCOC(=O)N1CCN(C(=O)c2ccc3c(=O)n(Cc4ccccc4)c(=S)[nH]c3c2)CC1	i	-7
CCOc1ccc(Br)cc1S(=O)(=O)Nc1ccc(C(=O)OCC(=O)Nc2ccc(C#N)cc2)cc1	i	16
Further entries
SMILES	CHT allo act	OX1R antagonist
Fc1ccc(-c2[nH]ncc2-c2nnnn2-c2ccccc2)c(F)c1	i	1
CCc1nnc(SCC(=O)Nc2ccc3ccccc3c2)n1N	·	-8
CCOc1ccc(C2=CS/C(=C(\C#N)c3nnc4n3CCCCC4)N2CC)cc1	i	-16
O=C(c1cc2cc(F)ccc2[nH]1)N1CCN(c2ccc(F)cc2)CC1	i	1
CCN1CCN(C(=S)Nc2cccc([N+](=O)[O-])c2)CC1	i	-6
C[C@H]1CN([C@@H](C)CO)C(=O)c2cccc(NS(=O)(=O)c3ccc(F)cc3)c2O[C@H]1CN(C)Cc1ccc(Cl)c(Cl)c1	·	-24
C=CCSc1nnc(N2C(=O)C(O)=C(C(=O)c3ccco3)C2c2ccccc2F)s1 (stereo unspecified)	i	1
Clc1ccc2[nH]cc(-c3nnnn3-c3ccc4ccccc4c3)c2c1	i	30
Cc1nn(Cc2ccccc2)c(Cl)c1/C=C1\NC(=S)NC1=O	i	-6
CCOC(=O)c1oc2nc3c(cc2c1N)CCCC3	i	-7
CCOc1ccc(N(C(=O)Cn2nnc3ccccc32)C(C(=O)NC(C)(C)CC)c2cccn2C)cc1 (stereo unspecified)	i	-25
CCOC(=O)NNS(=O)(=O)c1cc(Br)ccc1Br	i	-10
CCc1ccc(NC(=O)COC(=O)/C=C/c2ccco2)cc1	·	4
Cc1ccc(N(CCC#N)C(=O)CSc2nnc3ccccn23)cc1	·	-26
NC(=S)Nc1ccc(S(=O)(=O)c2ccc(NC(N)=S)cc2)cc1	i	-13
COc1ccc(CCN2C(=O)C3C4CC(C5C(C(N)=O)=NOC45)C3C2=O)cc1OC (stereo unspecified)	i	14
O=C(COc1cccc2c1CCN(Cc1ccccc1)C2=O)NCc1ccco1	i	-16
O=C(COc1coc(CN2CCc3ccccc3C2)cc1=O)Nc1ccccc1F	i	-26
O=C(c1c(F)cccc1F)N1CCCC(c2nc(-c3ccc(F)cc3)no2)C1 (stereo unspecified)	i	-8
Cc1ccc(Nc2nc(COC(=O)C3CC3)cs2)cc1	i	-25
COc1ccccc1C1CC(c2ccc(Cl)cc2Cl)Nc2nc(N)nn21 (stereo unspecified)	i	-3
C/C(=N/NC(=O)CN1CCN(Cc2ccccc2Cl)CC1)c1ccco1	i	-33
CCc1nnc(NS(=O)(=O)c2ccc(N/C=C(\C=O)c3nc4cc(Cl)ccc4o3)cc2)s1	i	0
Cc1ccc(NCc2nnc(SCC(=O)Nc3cc(C)on3)n2C)cc1	i	-28
CC1(c2ccc(Cl)cc2Cl)NC(=O)N(CC(=O)Nc2cccnc2Cl)C1=O (stereo unspecified)	i	-8

Record cards, from the list above. Order of values: CHT allo act	OX1R antagonist
Entry for CCc1ccc(NC(=O)COC(=O)/C=C/c2ccco2)cc1 = ·	4
Entry for O=C(c1c(F)cccc1F)N1CCCC(c2nc(-c3ccc(F)cc3)no2)C1 (stereo unspecified) = i	-8
Entry for CCN1CCN(C(=S)Nc2cccc([N+](=O)[O-])c2)CC1 = i	-6
Entry for Cc1nn(Cc2ccccc2)c(Cl)c1/C=C1\NC(=S)NC1=O = i	-6
Entry for Cc1ccc(NCc2nnc(SCC(=O)Nc3cc(C)on3)n2C)cc1 = i	-28

The main list resumes; the 2 compounds before the break are reprinted first.
SMILES	CHT allo act	OX1R antagonist
Cc1ccc(NCc2nnc(SCC(=O)Nc3cc(C)on3)n2C)cc1	i	-28
CC1(c2ccc(Cl)cc2Cl)NC(=O)N(CC(=O)Nc2cccnc2Cl)C1=O (stereo unspecified)	i	-8
N#Cc1ccc(CSc2ncccn2)cc1	i	-6
O=C(NCc1ccccc1)C(c1ccc(Cl)cc1)N(C(=O)c1csnn1)C1CC1 (stereo unspecified)	i	-2
CCOC(=O)Cc1csc(N/N=C\c2cccc(Br)c2)n1	i	-31
Cn1c(=O)[nH]c(=O)c2c1nc(N1CCCCCC1)n2Cc1cccc2ccccc12	i	-23
Cc1ccc(CS(=O)Cc2ccc(C(=O)NCc3ccccc3Cl)o2)cc1 (stereo unspecified)	i	-28
O=C(Cc1ccsc1)NCC(c1ccco1)N1CCCCC1 (stereo unspecified)	i	-38
COc1ccc(S(=O)(=O)Nc2cccc3c2O[C@H](CN(C)S(=O)(=O)c2ccccc2)[C@@H](C)CN([C@H](C)CO)C3=O)cc1	·	-8
Cc1cccc(Cn2ccc(N)n2)c1	i	-20
CCOC(=O)c1ccc(N(CC(=O)NC2CCCCC2)C(=O)CNC(=O)c2ccco2)cc1	i	-41
CN1CCN(C(=O)c2cc3c(C(F)(F)F)nn(C)c3s2)CC1	i	-13
COCCNC(=O)C(c1ccc(F)cc1)N(CCOC)C(=O)CCC(=O)Nc1nccs1 (stereo unspecified)	i	-16
CCOC(=O)Cc1csc(NC(=S)NC(=O)C(C)(C)C)n1	i	-15
Cc1ccc(NC(=O)CN(C)C(=O)c2cccc(S(=O)(=O)NCc3ccco3)c2)cc1	·	-8
CCOC(=O)C(=N/O)/C(C)=N/NC(=O)C(=O)Nc1cc(Cl)ccc1Cl	i	-13
CC(C)(C)OC(=O)N/N=C/c1cccc([N+](=O)[O-])c1	i	11
NC(=O)CC(NC(=O)c1cccc(Br)c1)c1ccc(N2CCCCCC2)c([N+](=O)[O-])c1 (stereo unspecified)	i	-14
NC(=O)CC(NC(=O)c1ccccc1)c1ccc(NC2CCCC2)c([N+](=O)[O-])c1 (stereo unspecified)	i	-16
Cn1nc(C(=O)Nc2ccc3c(c2)OCCO3)c2ccccc2c1=O	·	-22
CCS(=O)(=O)N1CCC(C(=O)Oc2ccc(C)c(C)c2)CC1	i	-19
Cc1c(-n2cc(C(=O)O)c(=O)c3cc(F)c(N4CCCC4)c(F)c32)c(=O)n(-c2ccccc2)n1C	i	-14
COc1ccccc1NC(=O)C1CCCN1S(=O)(=O)c1cccc2nsnc12 (stereo unspecified)	i	20
CN(Cc1cccs1)C(=O)Cn1cnc2cc([N+](=O)[O-])ccc2c1=O	i	-17
COc1ccc(N=c2oc3cc(O)ccc3cc2C(=O)Nc2ccccn2)cc1OC	i	-21
COc1cccc(C(C[N+](=O)[O-])c2c(C)[nH]n(-c3ccccc3)c2=O)c1 (stereo unspecified)	i	-12
COc1ccc(CCNC(=O)c2ccc(NS(=O)(=O)c3ccc4[nH]c(=O)[nH]c4c3)cc2)cc1OC	i	-10
The results go on.
SMILES	CHT allo act	OX1R antagonist
CCOC(=O)COc1c(OC)cc(Cl)cc1C1NC(=O)NC(C)=C1C(C)=O (stereo unspecified)	i	-31
Cc1ccsc1/C=N/n1c(-c2ccco2)n[nH]c1=S	i	-3
Cc1c(Br)c([N+](=O)[O-])nn1CCCC(=O)Nc1c(C)n(C)n(-c2ccccc2)c1=O	i	-12
CC(C)=N/N=C(\c1cccc([N+](=O)[O-])c1)C12CN3CN(CN(C3)C1)C2	i	11
Cc1cccc(OCc2ccc(C(=O)N3CCOCC3)o2)c1	i	-3
CC(C)C[C@@H](NC(=O)C1CCC(CNC(=O)[C@@H]2CCCN2C(=O)OC(C)(C)C)CC1)C(=O)O (stereo partly specified)	i	·
CC1(C)Cc2c(sc3nc(SCC(=O)NCc4ccco4)n(-c4ccccc4)c(=O)c23)CS1	i	-12
COc1cc2c(cc1NC(=S)NC(=O)c1c(OC)cccc1OC)oc1ccccc12	i	-3
C[C@H](NC(=O)c1nc[nH]c1C(=O)N1CCc2ccccc2C1)C(=O)OCc1ccccc1	i	6
COc1ccc(C(C(=O)NC2CCCC2)N2CCc3ccccc32)cc1 (stereo unspecified)	i	-22
O=C(c1cc(C2CC2)on1)N1CCCC(N2CCN(c3ccc(F)cc3)CC2)C1 (stereo unspecified)	i	-11
O=C(CSCc1cccs1)N1CCCC1	i	-11
COc1ccc(C)cc1NC(=O)C(Sc1nnnn1C)c1ccccc1 (stereo unspecified)	i	-6
COc1ccccc1C1CCN(c2ccc(CO)cc2[N+](=O)[O-])CC1	i	-20
COC(=O)c1cc(S(=O)(=O)NCc2ccc(Br)cc2)c[nH]1	i	-6
CCOC(=O)N1CCC(NC(=O)CSCc2cnn(-c3ccccc3)c2-n2cccc2)CC1	i	-30
COc1cc2c(c(OC)c1OC)-c1ccc(N(C)CC(OC)OC)c(=O)cc1[C@@H](NC(C)=O)CC2	i	-11
COc1ccc(C(=O)OCc2cc(=O)n3c(C)csc3n2)cc1F	·	-17
CCCCc1nc(Cl)c(CO)n1Cc1ccc(-c2ccccc2-c2nn[nH]n2)cc1	i	-18

3 compounds out of the list above, arranged by their value in OX1R antagonist, smallest number first:
smiles | OX1R antagonist
NC(=S)Nc1ccc(S(=O)(=O)c2ccc(NC(N)=S)cc2)cc1 | -13
COc1ccc(OC)c(C(=O)c2ccc(C(=O)c3cc(OC)ccc3OC)cc2)c1 | -8
C=CCSc1nnc(N2C(=O)C(O)=C(C(=O)c3ccco3)C2c2ccccc2F)s1 (stereo unspecified) | 1
